High-throughput results from PubChem BioAssay.
IDE inh: inhibitors of human insulin-degrading enzyme in cells; P14735; HEK cells, FAbetaB cleavage, fluorescence polarization; inhibition, % at 5.59 µM; hit rate 0.41% among 320,000; AID 434962;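 active = percent inhibition above the average of all tested compounds plus 3 SD, set per screening campaign, cut at about 16% in these data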;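 note: IDE supplied by intact live HEK cells; FP after avidin binding of uncleaved biotin substrate so inhibition keeps polarization high; 0% = DMSO wells and 100% = 60 µM reference IDE inhibitor Ii1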
pCIP destab: p/CIP protein destabilization | Q05BA5 | F442A p/CIP-EGFP cells, EGFP fluorescence, 16 h | decrease of EGFP signal, % at 10 µM | hit rate 0.01% among 290,000 | AID 1984;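 active = EGFP signal decrease of at least 30% at 10 µM or well 3 SD below plate mean, unless failing retest; inactive = the rest, including hits failing retest or dose response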; note: some compounds called inactive have numbers as strong as hits; many of its hits are not listed in these tables
Target sequence (Q05BA5 1-1403): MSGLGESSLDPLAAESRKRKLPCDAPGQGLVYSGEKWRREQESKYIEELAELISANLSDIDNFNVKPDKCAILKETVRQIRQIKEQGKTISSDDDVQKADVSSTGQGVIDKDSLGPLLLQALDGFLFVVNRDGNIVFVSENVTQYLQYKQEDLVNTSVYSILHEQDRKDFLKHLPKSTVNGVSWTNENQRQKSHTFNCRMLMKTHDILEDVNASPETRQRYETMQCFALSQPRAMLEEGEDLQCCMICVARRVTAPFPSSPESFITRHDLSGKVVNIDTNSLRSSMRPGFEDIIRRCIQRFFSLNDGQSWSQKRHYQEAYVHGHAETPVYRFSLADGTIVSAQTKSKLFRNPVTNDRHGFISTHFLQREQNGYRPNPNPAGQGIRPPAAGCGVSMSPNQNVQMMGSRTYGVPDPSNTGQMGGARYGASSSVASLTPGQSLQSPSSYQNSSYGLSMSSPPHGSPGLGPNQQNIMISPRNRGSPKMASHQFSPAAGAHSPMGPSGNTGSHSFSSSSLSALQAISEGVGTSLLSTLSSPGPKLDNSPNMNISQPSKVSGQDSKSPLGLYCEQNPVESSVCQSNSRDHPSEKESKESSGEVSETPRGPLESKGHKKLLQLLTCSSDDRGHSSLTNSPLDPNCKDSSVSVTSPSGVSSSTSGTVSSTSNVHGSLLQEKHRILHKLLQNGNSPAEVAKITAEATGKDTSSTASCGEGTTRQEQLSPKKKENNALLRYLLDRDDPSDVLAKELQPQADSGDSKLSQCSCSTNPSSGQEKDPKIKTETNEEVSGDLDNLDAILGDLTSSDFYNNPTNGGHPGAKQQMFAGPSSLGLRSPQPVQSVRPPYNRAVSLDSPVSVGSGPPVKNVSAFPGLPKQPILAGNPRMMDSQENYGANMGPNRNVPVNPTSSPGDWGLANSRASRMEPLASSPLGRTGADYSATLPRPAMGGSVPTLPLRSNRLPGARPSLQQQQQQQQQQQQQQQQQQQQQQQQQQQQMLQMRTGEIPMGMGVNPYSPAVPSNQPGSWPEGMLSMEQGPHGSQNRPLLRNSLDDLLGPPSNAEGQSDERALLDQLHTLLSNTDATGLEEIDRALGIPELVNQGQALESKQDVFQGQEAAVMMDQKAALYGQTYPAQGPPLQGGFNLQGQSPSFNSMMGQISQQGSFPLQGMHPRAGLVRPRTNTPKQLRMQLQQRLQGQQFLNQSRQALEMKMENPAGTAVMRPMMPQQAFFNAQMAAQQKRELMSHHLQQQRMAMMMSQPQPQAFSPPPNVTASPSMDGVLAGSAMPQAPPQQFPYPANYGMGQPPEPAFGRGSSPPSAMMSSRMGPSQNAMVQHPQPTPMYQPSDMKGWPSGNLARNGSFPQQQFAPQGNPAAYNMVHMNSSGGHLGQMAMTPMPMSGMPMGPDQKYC
IDE cell activ: activators of human insulin-degrading enzyme in cells | AID 493087 | P14735 | activation, % at 5.96 µM | HEK cells, FAbeta-B cleavage, fluorescence polarization; 0% vehicle, 100% cell-free pure enzyme wells | hit rate 0.073% among 340,000;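 active = activation above the mean of all tested compounds plus 3 SD, set per screening campaign, cut at about 17% in these data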
MEKK2mut PB1 HTS: signal of MEK5 binding to mutant human MEKK2 PB1 domain | bead flow cytometry, Alexa488-MEK5 binding to MEKK2 mutant | percent response, % at 10 µM | hit rate 0.35% among 290,000; in the data active = percent response above about 24%, passing the limit was not always enough; note: inactives centre near 1; some results filed as inactive read as strong as hits; reference of the scale not given here
MEKK2 WT-MEK5: raises or lowers MEK5 binding to wildtype human MEKK2 PB1 domain | Q9Y2U5 | bead flow cytometry, Alexa488-MEK5 binding to MEKK2 WT; actives lie on both sides | binding response (% of control), % at 10 µM | hit rate 1.1% among 290,000; in the data active = binding response below about 67% or above about 130%
MEKK3 PB1 HTS: modulators (inhibitors or enhancers) of MEK5 binding to human MEKK3 PB1 domain. bead-based flow cytometry, Alexa488-MEK5 binding to MEKK3; actives lie on both sides; 0 = blocked by unlabeled MEK5, 100 = vehicle. binding response (% of control), % at 10 µM. hit rate 1.4% among 290,000. AID 1529;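 active = binding response more than 3 SD above or below the average of its plate-row segment, actives on both sides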;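 note: Alexa488 bead fluorescence after subtracting the streptavidin-only scavenger bead signal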
NALP1 yeast inh: inhibitors of NALP1 inflammasome in yeast; inhibition, % at 10 µM; AID 2071; hit rate 0.61% among 280,000; S. cerevisiae NALP1/ASC/caspase-1 growth, X-gal OD620, 72 h; in the data active = inhibition mostly above about 24%, no sharp cut-off; inactive = mostly below about 32%; note: some compounds called inactive have numbers as strong as hits
PfM18AAP inh: blocks P. falciparum M18 aspartyl aminopeptidase; recombinant PfM18AAP, H-Glu-NHMec fluorogenic cleavage; inhibition, % at 7.35 µM; hit rate 1.2% among 290,000;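 active = inhibition above the campaign mean inhibition over all tested compounds plus 3 SD, cut at about 28% in these data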;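 note: 0% = plate median of test compound wells and 100% = 2 mM ZnCl2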
UBC9 SUMO inh: inhibitors of human SUMOylation (UBC9). HTRF SUMOylation assay, SAE1/SAE2 + UBC9, in vitro. hit rate 0.36% among 290,000. P63279. inhibition, % at 35 µM. AID 2006; in the data active = inhibition above about 50%, passing the limit was not always enough; note: strong numbers were not always called active
* marks the source's active call; other numbers are inactive results; nt = no result given. An excerpt; count on the stated rates, not on these rows.

Order of results – pCIP destab, MEKK2 WT-MEK5, PfM18AAP inh, MEKK2mut PB1 HTS, UBC9 SUMO inh, MEKK3 PB1 HTS, IDE inh, IDE cell activ, NALP1 yeast inh
COCc1c(C#N)c(NCCc2ccc(F)cc2)nc(C)c1[N+](=O)[O-]
  -10, 104, -7, -1, -14, 116, 2, 2, 17
COCCn1c(-c2ccc(OC)cc2)cnc1SCC(=O)Nc1cc(C)on1
  -8, 111, -3, 6, 3, 111, 7, -4, 12
Cc1ccccc1C(=O)N1CCC(C(=O)NC(C)c2ccc(-n3ccnc3)cc2)CC1 (stereo not drawn)
  -4, 105, -8, 6, -3, 103, -3, 4, 10
Cc1ccccc1Nc1nnc(SCc2cc([N+](=O)[O-])cc3c2OCOC3)s1
  -7, 95, -3, 3, 11, 103, 7, 7, 32
O=C(NCc1ccc(Cl)cc1)C1CCC(=O)N(C2CC2)C1 (stereo not drawn)
  -2, 95, 4, -1, -8, 102, -2, 2, 32
Cn1c(SCc2ccccc2)nnc1-c1c[nH]c2ccccc12
  -4, 113, -5, 7, -1, 108, 1, 4, 31
COc1ccc(CCn2c(=N)c(C(=O)NCC3CCCO3)cc3c(=O)n4cccc(C)c4nc32)cc1 (stereo not drawn)
  -6, 113, 1, 6, 8, 105, 4, -1, 3
Cc1ccc[n+](CC2OCc3ccccc3CO2)c1
  -6, 102, 4, 3, -12, 101, 2, 6, -15
CCn1c(COc2ccccc2C)nnc1SCC(=O)Nc1ccc2c(c1)OCCO2
  -24, 97, -4, 1, -2, 104, nt, 0, 17
COc1ccccc1NC(=O)/C(=C\c1cccs1)NC(=O)c1ccco1
  -3, 96, -4, -22, 11, 92, 5, 0, nt
CC(C)CNC(=O)c1coc(=O)c(Br)c1
  -12, 102, -8, -3, 17, 99, 2, 3, 2
CN(C)c1nc(Oc2ccc(=O)n(C)n2)nc(N2CCOCC2)n1
  -6, 104, 1, -1, 0, 98, 0, -2, 10
O=C(NN1C(=O)/C(=C/c2cccs2)SC1=S)c1cccnc1
  -4, 108, 5, 1, 7, 102, 2, nt, -15
Cc1cc(NCCCN2CCOCC2)n2c(nc3ccccc32)c1C#N
  -16, 109, -3, 5, 32, 108, -3, 0, 1
CCOC(=O)c1cc(-c2csc(-c3ccc(C(F)(F)F)cc3)n2)on1
  -8, 94, -8, -10, 0, 96, 4, -4, 10
COc1cccc(/C(O)=C2/C(=O)C(=O)N(CCN3CCOCC3)C2c2cccs2)c1 (stereo not drawn)
  -9, nt, 0, nt, 22, nt, -2, 6, -2
COC(C/C=C/[C@H](O)COCc1ccccc1)OC
  -5, 96, nt, 7, 10, 112, nt, -2, nt
Cc1cc(C(=O)N/N=C/c2ccccn2)n[nH]1
  -13, 111, -1, 3, 9, 102, 6, -1, -1
O=C(NCCCn1ccnc1)C(=O)NCC1OCCCN1S(=O)(=O)c1ccc(F)cc1 (stereo not drawn)
  8, 99, -1, 1, 3, 102, 5, 0, -11
COC(=O)C(Cc1ccc(OC(=O)c2ccccc2C)cc1)N1Cc2ccccc2C1=O (stereo not drawn)
  -2, 94, 3, -14, -15, 90, 3, -5, 43
Cc1ccc(-c2ccnc(=S)[nH]2)cc1
  -9, 105, 2, 7, 28, 105, 11, -48, -14
CC(=O)NC(CC(=O)OC(C)C(=O)Nc1ncc(Cl)cc1Cl)c1ccccc1 (stereo not drawn)
  13, 105, -2, 3, 17, 99, -2, -6, 17
COc1ccccc1N1CCN(C(=O)C2CC=CCC2C(=O)O)CC1 (stereo not drawn)
  0, 99, 0, -4, 25, 97, 2, -4, 8
O=c1oc2ccccc2c(O)c1CN1CCCCC1
  0, 86, -5, -20, 13, 79, 1, 1, 7
CCOc1ccc(-n2c(SCC(=O)c3c(N)n(C)c(=O)n(C)c3=O)nnc2-c2cccnc2)cc1
  -8, 100, -4, -1, -4, 100, 0, -8, 28
CC(C)(C)c1cc(-c2ccccc2)no1
  13, 93, -4, -11, 0, 89, 8, 8, 10
CC(C)Oc1ccc(C(CC(=O)O)NC(=O)Cc2ccccc2)cc1 (stereo not drawn)
  2, 110, -16, 5, 23, 109, -1, -3, -8
CC(C)COP(=O)(c1ccc(N(C)C)cc1)C(Nc1ccccc1)c1ccccc1 (stereo not drawn)
  -4, 106, 5, 7, -25, 97, -1, -3, 2
COc1ccc(Cc2[nH]n3c(=O)cc(C(C)C)nc3c2-c2ccccc2)cc1
  -4, 99, -9, 1, 7, 102, -2, -1, 10
Cc1ccc2c(c1)NCC(C(=O)NC1CCC(C)CC1)O2 (stereo not drawn)
  4, 95, 3, -5, -7, 97, -3, 6, 25
COc1ccc(CNC(=O)CN(C(=O)CCC(=O)Nc2ccccn2)c2ccc3c(c2)OCO3)cc1
  -10, 99, -5, 3, 9, 98, 5, -4, -6
O=C1CCCN1c1ccc(S(=O)(=O)Oc2ccc(Cl)cc2)cc1[N+](=O)[O-]
  -28, 104, 6, 8, 11, 105, 4, 0, 6
O=C(O)COc1ccccc1/C=N/NC(=O)CSc1nnc(SCc2ccc(Cl)cc2)s1
  0, 114, 2, 29, 9, 130*, 3, -2, nt
CCn1cc(C(=O)OCC(=O)N2C(C)CCCC2C)c(=O)c2ccc(C)nc21 (stereo not drawn)
  11, 99, -13, -3, 6, 101, -7, 1, 5
CC(C)(c1ccccc1)c1ccc(OCC(O)CN2CCCC2)cc1 (stereo not drawn)
  2, 127, -9, 6, 14, 108, -6, 1, 38
COc1ccc(NC(=O)N2CCC(C(=O)c3ccc4c(c3)OCCO4)CC2)cc1
  -4, 102, 0, 6, 10, 98, 0, 6, -14
O=C(O)Cn1nnc(-c2cccs2)n1
  -4, nt, -1, nt, 13, nt, 0, -1, -3
CC1CCC(NS(=O)(=O)c2ccc3c(c2)CC(=O)N3)CC1 (stereo not drawn)
  -4, 100, -16, 2, 6, 104, -2, 4, 16
Cc1onc(-c2ccccc2Cl)c1C(=O)Nc1nc2c(s1)CCCC2
  -6, 102, 4, 4, 3, 101, 0, 1, 23
COc1ccc(-c2nn(-c3ccccc3)cc2CNC(C)Cn2cncn2)c(F)c1 (stereo not drawn)
  -1, 104, -3, 0, -3, 99, -1, -1, 14
Cc1c(C)c(C)c(S(=O)(=O)Nc2ccc3[nH]c(=O)[nH]c3c2)c(C)c1C
  -8, 94, -10, -8, -2, 92, -3, 0, 17
CCOCC(=O)Nc1cc(C(=O)Nc2cc(C)cc(C)c2)ccc1Cl
  -2, 98, 4, -2, 12, 97, -5, nt, 18
Cc1c(Br)c([N+](=O)[O-])nn1CCCC(=O)Nc1sc2c(c1C(N)=O)CCC(C)C2 (stereo not drawn)
  -3, 101, 7, -2, -5, 104, 1, 0, 12
CCC(=O)NC(=S)Nc1ccc(NC(=O)COc2ccccc2)cc1
  -7, 94, -2, 3, -9, 102, -2, 1, 21
O=C(CN1C2=NCCN2c2ccccc21)N1CCOCC1
  -8, 102, 3, 5, -1, 101, -5, nt, nt
O=C(Nc1ccccn1)[C@@H]1CCC(=O)N1C(=O)OCc1ccccc1
  5, 107, -1, 6, 6, 104, 0, 4, 25
O=C(c1c(F)cccc1F)N1CCCC(c2nc(-c3ccc(F)cc3)no2)C1 (stereo not drawn)
  2, 108, -1, 13, -5, 106, 2, 2, -12
CSCCC(C(=O)N1CC2(C)CC1CC(C)(C)C2)N1C(=O)c2ccccc2C1=O (stereo not drawn)
  13, 93, 3, 2, 8, 98, 7, 13, -4
O=C1NC[C@@H](Cc2cccc3ccccc23)N(CC2CCCCC2)C1=O
  -2, 95, nt, 4, 3, 97, 2, 1, nt
CCOc1ccc2nc(-c3ccccc3)nc(SCC(=O)Nc3ncc(C)s3)c2c1
  7, 104, -1, 2, -29, 102, 0, 0, 34
Cc1cccc(NC(=O)CCN2CC(C)CC(C)C2)c1 (stereo not drawn)
  10, 110, -2, 2, 8, 107, 4, 5, 15
Cc1nc2ncnn2c(C)c1CCC(=O)NCCC1=CCCCC1
  -13, 103, 5, -4, -10, 100, -5, 7, 11
Cc1nnc(SCc2cccc(Cl)c2)n(N)c1=O
  -2, 97, -8, -1, 13, 98, 0, 0, -20
Cc1ccc(S(C)(=O)=NC(=O)NC(=O)c2c(F)cccc2Cl)cc1 (stereo not drawn)
  -13, 97, -14, 2, 10, 100, 0, 2, 4
O=C(CSc1nc(-c2ccccc2Cl)ns1)NCc1ccco1
  -6, 102, 4, 1, 0, 101, 3, -7, 9
Cc1cc(C)c2oc(C(=O)N3CCN(C)CC3)cc(=O)c2c1
  -18, 99, -9, 0, 17, 96, 4, 3, 32
COc1ccc(S(=O)(=O)NCc2nc3nc(C)cc(C)n3n2)cc1OC
  -8, 102, -6, 1, 16, 100, 1, -3, 16
O=C1CC(c2cccc(Br)c2)C2=C(COC2=O)N1 (stereo not drawn)
  -10, 105, -1, -2, -3, 100, 0, -3, 7
CCN(c1ccc2c(c1)OCO2)S(=O)(=O)c1cc(Br)cc2c1N(C(=O)C1CC1)CC2
  -14, nt, -3, nt, -5, nt, 6, 5, 40
Cc1ccc(CSc2nn3c(=O)c(C)nnc3s2)cc1
  3, 133, 1, 14, -6, 105, 12, -2, 19

One compound at a time (already shown). Order of values: pCIP destab	MEKK2 WT-MEK5	PfM18AAP inh	MEKK2mut PB1 HTS	UBC9 SUMO inh	MEKK3 PB1 HTS	IDE inh	IDE cell activ	NALP1 yeast inh
`COc1ccc(Cc2[nH]n3c(=O)cc(C(C)C)nc3c2-c2ccccc2)cc1` reads -4	99	-9	1	7	102	-2	-1	10
`Cn1c(SCc2ccccc2)nnc1-c1c[nH]c2ccccc12` reads -4	113	-5	7	-1	108	1	4	31

Next section.
Order of results – pCIP destab, MEKK2 WT-MEK5, PfM18AAP inh, MEKK2mut PB1 HTS, UBC9 SUMO inh, MEKK3 PB1 HTS, IDE inh, IDE cell activ, NALP1 yeast inh
CC1(C)C(=O)Nc2ccccc2N1C(=O)COC(=O)CCSc1ccccc1
  -28, 105, 2, 0, 6, 104, 4, 10, 14
COc1ccc(CNS(=O)(=O)c2ccc3c(c2)CCN3C(=O)C2CC2)cc1
  4, 106, -5, 1, -9, 107, 1, 1, 1
O=S(=O)(c1ccccc1)N(CC(O)COc1ccccc1)c1ccccc1 (stereo not drawn)
  12, 93, -1, -2, -1, 96, 2, 5, 0
N=C1S/C(=C\c2ccco2)C(=O)N1c1nccs1
  7, 91, 21, -4, 94*, 98, 5, 2, -11
CCn1c(SCC(=O)NCc2cccs2)nnc1-c1cccs1
  -14, 98, -5, 4, 1, 101, 3, 0, -7
